# KCNK3 block = human KCNK3 channel inhibition, primary screen. actives 0.84% (n = 340,000). B-score at 10 µM. O14649. CHO-KCNK3 thallium flux, FluxOR fluorescence; stronger effect = lower value;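 active means B-score under library mean minus 4 SD, starting fluorescence ratio at most library mean plus 5 SD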;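 further: more negative B-score means stronger inhibition of thallium flux through KCNK3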
# Target sequence (O14649 whole entry, looked up): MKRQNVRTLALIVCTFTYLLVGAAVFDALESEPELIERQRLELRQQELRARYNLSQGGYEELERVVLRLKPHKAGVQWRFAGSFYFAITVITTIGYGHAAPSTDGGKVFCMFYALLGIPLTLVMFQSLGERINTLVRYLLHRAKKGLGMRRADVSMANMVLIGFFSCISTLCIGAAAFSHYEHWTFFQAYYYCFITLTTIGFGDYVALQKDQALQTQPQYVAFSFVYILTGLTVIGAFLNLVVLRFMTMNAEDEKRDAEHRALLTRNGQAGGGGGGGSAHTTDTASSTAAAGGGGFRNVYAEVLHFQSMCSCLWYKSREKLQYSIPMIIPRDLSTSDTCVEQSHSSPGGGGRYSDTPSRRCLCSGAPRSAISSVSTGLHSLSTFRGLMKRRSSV
# Dyrk1A ADPGlo = Dyrk1A (rat) kinase inhibition. inhibition, % at 12.5 µM. actives 0.43% (n = 310,000). ADP-Glo luminescence, NFATc1 peptide. Q63470; in the data active means inhibition above about 50%;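 further: plate controls were vehicle with enzyme for no effect and no enzyme for full effect; many of its hits are not listed in these tables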
# Numbers without * were called inactive; i = inactive.
# The line under a structure holds: Dyrk1A ADPGlo | KCNK3 block
O=C(COC(=O)c1cc2ccccc2o1)NCc1ccco1
    7 | i
CC1(C)COC(c2ccccc2Cl)OC1
    -2 | i
CN(C)CCCNC(=O)c1ccc(/C=N/O)nc1
    1 | i
CC1(C)C[C@H]2C3=CCC4[C@@]5(C)CC[C@H](O)[C@](C)(CO)C5CC[C@@]4(C)[C@]3(C)CC[C@@]2(C)[C@H](O)[C@@H]1O (some centres not stated)
    5 | i
CCOC(=O)c1c(NC(=O)COC(=O)CCOc2cc(C)ccc2C)sc(C(=O)N(C)C)c1C
    1 | i
NC(=O)c1ccccc1OCC(=O)Nc1ccc2c(c1)OCCO2
    1 | i
COc1cc(NCCCn2ccc(NC(=O)OCc3ccccc3)nc2=O)cc(OC)c1OC
    3 | i
CC1CNC(=S)N(c2ccc(F)cc2)C1=O (configuration not stated)
    -7 | i
C#CCCC/C(=C\C(=O)N(C)[C@H](C(=O)N(C)[C@H](C(=O)N(C)[C@H](C(=O)N(C)[C@H](C(N)=O)C(C)C)C(C)C)C(C)C)C(C)C)OC
    8 | i
O=C(O)C(Cc1ccccc1)N1C(=O)/C(=C/c2cccs2)SC1=S (configuration not stated)
    -6 | i
CN(CC(=O)Nc1cc(C(F)(F)F)ccc1-n1cncn1)Cc1nc2ccccc2c(=O)[nH]1
    -1 | i
COc1ccc(C)cc1NC(=O)c1cc(C2CC2)nc2c1c(C)nn2C1CCS(=O)(=O)C1 (configuration not stated)
    1 | i
O=[N+]([O-])c1ccc(Oc2cccnc2)c([N+](=O)[O-])c1
    3 | i
CCN(C[C@H]1N[C@@](CC)(C(=O)OC)[C@H]2C(=O)N(C)C(=O)[C@@H]12)C(=O)Nc1ccc(Cl)cc1
    3 | i
Cc1ccc(C(=O)Cc2ccccc2)cc1
    -1 | i
O=C(NC1CCCCC1c1ccccc1)c1ccccc1 (configuration not stated)
    -1 | i
CC1CC(C)CN(c2nc3c(c(=O)[nH]c(=O)n3C)n2CCCSc2nc3ccccc3s2)C1 (configuration not stated)
    3 | i
Nc1ccc2c(c1)C(=O)c1cc(Cl)c(Cl)cc1-2
    0 | i
Cn1c(=O)c2c(nc(CN3CCC(Cc4ccccc4)CC3)n2CCN2CCOCC2)n(C)c1=O
    5 | i
COc1ccc(S(=O)(=O)NCc2cccnc2)cc1NC(=O)c1ccccc1C
    9 | i

# Structures above containing fluorine (2):
# The line under a structure holds: Dyrk1A ADPGlo | KCNK3 block
CC1CNC(=S)N(c2ccc(F)cc2)C1=O (configuration not stated)
    -7 | i
CN(CC(=O)Nc1cc(C(F)(F)F)ccc1-n1cncn1)Cc1nc2ccccc2c(=O)[nH]1
    -1 | i

# (list continues)
# The line under a structure holds: Dyrk1A ADPGlo | KCNK3 block
COc1cccc(N2CCN(CC(=O)N3CCN(S(=O)(=O)c4ccc(Cl)cc4)CC3)CC2)c1
    4 | i
O=C(CSc1nc2ccccc2c(=O)n1CCCO)Nc1ccc2c(c1)OCCO2
    -1 | i
COc1cc2c(c3ccccc13)CCCC2=O
    4 | i
Nc1c(N(CCC2=CCCCC2)C(=O)COc2ccc([N+](=O)[O-])cc2)c(=O)[nH]c(=O)n1Cc1ccccc1
    1 | i
CC(C)(C)c1nnc(NS(=O)(=O)c2ccc(F)cc2)s1
    3 | i
O=C(NCCCn1ccnc1)c1cccc(S(=O)(=O)Nc2ccc(F)cc2)c1
    -1 | i
CC(NC(=O)COC(=O)c1cc2ccccc2cc1O)c1ccccc1 (configuration not stated)
    11 | i
C=CCn1c(SCC(=O)N(C(C)CC)C2CCS(=O)(=O)C2)nc2ccccc2c1=O (configuration not stated)
    -4 | i
O=C(O)c1ccc(-n2cccc2/C=C2/NC(=O)N(c3cccc(Cl)c3)C2=O)cc1
    -1 | i
CC1CCCCC12NC(=O)N(CC(=O)Nc1ccc(N3CCCCC3)cc1)C2=O (configuration not stated)
    -3 | i
CC(=O)c1cccc(NC(=O)C(C)OC(=O)/C=C/c2cccs2)c1 (configuration not stated)
    0 | i
CCOC(=O)c1ccccc1NC(=O)CSc1nc2c(sc(=S)n2CC)c(=O)[nH]1
    -3 | i
CCOc1ccccc1NC(=O)COC(=O)c1ccc(S(=O)(=O)N2CCCC2)cc1
    -10 | i
O=C1c2ccccc2C(=O)N1CCCn1c2ccc(Cl)cc2c2nc3ccccc3nc21
    -1 | i
C[C@@H](C(=O)Nc1cc(C(F)(F)F)ccc1N1CCOCC1)N1C(=O)C2CC=CCC2C1=O (some centres not stated)
    -2 | i
COc1ccc(CNS(=O)(=O)CCNCc2ccccc2OC)cc1
    0 | i
COc1ccc(C(=O)NCc2ccccc2CN2CCCC2)cc1S(=O)(=O)N1CCOCC1
    6 | i
COc1ccc(C(C)(C)C)cc1NC(=O)CSc1ncn[nH]1
    10 | i
CCCN=C1N(C)C[C@@H]2[C@@H]3C(=O)N(Cc4ccccc4)C(=O)[C@@H]3[C@](CC)(C(=O)OC)N12
    1 | i
C=CCNc1nc(C(=O)OCC(=O)Nc2cccc(SC)c2)cs1
    -6 | i

# Fetched by compound from the list above, 2 records:
# The line under a structure holds: Dyrk1A ADPGlo | KCNK3 block
CC(C)(C)c1nnc(NS(=O)(=O)c2ccc(F)cc2)s1
    3 | i
COc1cccc(N2CCN(CC(=O)N3CCN(S(=O)(=O)c4ccc(Cl)cc4)CC3)CC2)c1
    4 | i

# The listing continues.
# The line under a structure holds: Dyrk1A ADPGlo | KCNK3 block
CCOC(=O)C=C(OC(=O)c1ccc(OC)cc1)c1ccccc1
    4 | i
O=[N+]([O-])c1ccc(NN=Cc2ccccc2)nc1
    -1 | i
CCCCn1c(-c2ccc(Cl)cc2)nc2c(=O)n(C)c(=O)[nH]c21
    2 | i
N#Cc1cccc(C(=O)OCc2cccc(S(=O)(=O)N3CCOCC3)c2)c1
    3 | i
NC(=S)NN=C1c2ccccc2-c2cc(Br)ccc21
    -1 | i
O=C(c1ccc(Cl)c(S(=O)(=O)NCc2cccnc2)c1)N1CCCC1
    6 | i
Cc1cc(-c2nc3ccccc3s2)ccc1N
    6 | i
COc1cc(/C=C/C(=O)Nc2ccc(S(=O)(=O)Nc3onc(C)c3C)cc2)cc(OC)c1OC
    6 | i
COc1ccc(C=NNc2nc3c([nH]2)c(=O)n(C)c(=O)n3C)cc1
    3 | i
CC(=O)c1ccc(S(=O)(=O)Nc2ccc(C(=O)N3CCC3)cc2)cc1
    -6 | i
COc1cc(/C=C/c2cc(C(F)(F)F)[nH]c(=O)n2)cc(OC)c1OC
    1 | i
O=C(Nc1cccc(C(=O)N2CCCC2)c1)C1CCC1
    -2 | i
CCCCNCCS(=O)(=O)NCc1ccc(OC)cc1
    -12 | i
CCCOc1ccc(Cc2c(COCC)[nH]c(=S)[nH]c2=O)cc1
    -3 | i
Cn1c(=O)c2c(nc(C(O)c3ccccc3)n2C)n(C)c1=O (configuration not stated)
    -3 | i
Nc1ccc2c(c1)C(=O)c1cc(N)c(Cl)cc1-2
    1 | i
OC(CNCCN1CCNCC1)Cc1ccccc1 (configuration not stated)
    0 | i
COc1ccc(NS(=O)(=O)c2ccc3c(c2)CCC(=O)N3)cc1O
    9 | i
COc1ccc(N2CCN(C(=O)C3CCN(S(=O)(=O)N4CCOCC4)CC3)CC2)cc1
    1 | i
CN(C)C(=O)CCc1ccc2c3c([nH]c2c1)[C@]1(C)[C@@H](C(=O)N2CCOCC2)C[C@H](CC(=O)NCCN2CCOCC2)C(=O)N1CC3
    -3 | i
CCCCNC(=O)CN(Cc1ccco1)S(=O)(=O)c1ccc(C(C)=O)cc1
    -5 | i
N#Cc1nc(COc2ccc(Br)cc2)oc1N1CCN(Cc2ccccc2)CC1
    -3 | i
CCCCOC(=O)NC1CCc2cc(OC)c(OC)c(OC)c2-c2ccc(SC)c(=O)cc21 (configuration not stated)
    3 | i
Cc1nn(-c2ncccn2)c2c1C(=O)CC(C)(C)C2Br (configuration not stated)
    6 | i
COc1ccc2sc(/C=C/c3ccccc3O)[n+](C)c2c1
    6 | i
Cc1ccc(OCCNc2ccc(S(=O)(=O)N3CCCC3)cn2)cc1
    -1 | i
CCOC(=O)N1CCN(C(=O)C2CCCN(c3ncnc4c3sc3cccc(F)c34)C2)CC1 (configuration not stated)
    3 | i
CC(C(=O)NC1CCCC1)N1CCN(S(=O)(=O)c2ccccc2Cl)CC1 (configuration not stated)
    -13 | i
CC1CCCC(C)N1C(=O)/C=C/c1ccc(S(=O)(=O)N2CCOCC2)cc1 (configuration not stated)
    -4 | i
CCC(C)n1c(SCC(=O)N(CC)c2c(N)n(Cc3ccccc3)c(=O)[nH]c2=O)nc2ccccc2c1=O (configuration not stated)
    7 | i
O=C(O)c1cccc(S(=O)(=O)N2CCN(S(=O)(=O)c3ccc4ccccc4c3)CC2)c1
    -4 | i
CC(C)CNC(=O)COC(=O)c1c2c(nc3ccccc13)/C(=C\c1cccs1)CC2
    -3 | i
O=C(Nc1ccccc1Cl)O/N=C/c1ccc(F)cc1
    -2 | i
O=C(NN=Cc1ccccc1O)C1CC1
    0 | i
COc1ccccc1CNS(=O)(=O)CCNC1CCCCC1
    3 | i
CCCCCCCCNS(=O)(=O)CCNCc1ccco1
    13 | i
CCOC(=O)C1=CNS(=O)(=O)NC1c1ccc(C(=O)OC)cc1 (configuration not stated)
    -1 | i
CCOC(=O)C1(C(=O)OCC)C(C(=O)c2ccccc2)C1c1ccccc1 (configuration not stated)
    -4 | i
Cc1cc(OCC(=O)OCC(=O)Nc2cccnc2Cl)ccc1Cl
    -11 | i
COC1OC2COC(c3ccccc3)OC2C(O)C1NC(C)=O (configuration not stated)
    -2 | i
CN(C)C(CNC(=O)c1cccc(S(=O)(=O)Nc2ccccc2Cl)c1)c1ccccc1 (configuration not stated)
    3 | i
CCOc1cc(/C=C(\CC(=O)O)c2nc3ccccc3s2)ccc1OCC(=O)Nc1cccc(C(F)(F)F)c1
    3 | i
CCCCCn1c(SCC(=O)c2ccccc2)nc2cc(C(=O)NCC3CCCO3)ccc2c1=O (configuration not stated)
    -11 | i
O=C(COC(=O)c1ccc(F)cc1F)c1ccc[nH]1
    -3 | i
Cc1ccc(S(=O)(=O)N2CCN(C(=O)COC(=O)CSc3ccc(C)c(C)c3)CC2)c(C)c1
    -3 | i
O=C(O)c1ccc(C(=O)c2cc([N+](=O)[O-])cc([N+](=O)[O-])c2)cc1
    5 | i
COc1ccc(OC)cc1
    9 | i
COc1cccc(NC(=O)CN(C)CC(=O)Nc2ccc(C)c(S(=O)(=O)N3CCOCC3)c2)c1
    0 | i
CC1(C)SC(C)(C)N(C=O)C1C(=O)O (configuration not stated)
    0 | i
CC[C@@]1(C(=O)OC)N[C@H](CN(C)C(=O)c2ccc(F)cc2)[C@@H]2C(=O)N(C)C(=O)[C@@H]21
    -4 | i
NC(=O)Nc1ccc(C(=O)OCC(=O)Nc2sccc2C(N)=O)cc1
    -3 | i
CC1=CC(=O)[C@@H](O)[C@@H](c2ccccc2Br)N1C
    -6 | i
O=S(=O)(CCN1CCN(c2ccccc2O)CC1)c1cc(Cl)ccc1Cl
    -4 | i
CCN1/C(=C/C=C2/SC(=Nc3cccc4ncccc34)N(C)C2=O)Sc2ccccc21
    -8 | i
CC1CCCN(C(=O)c2ccc3ncsc3c2)C1 (configuration not stated)
    12 | i
N=C1C(=O)NC(=O)C1c1ccccc1 (configuration not stated)
    43 | i
COc1ccccc1NC(=O)CSc1n[nH]c(-c2ccco2)n1
    4 | i
O=C1OCCN1C(=O)[C@H]1[C@H](c2ccc(Cl)cc2)C(c2ccc(F)cc2)=NN1c1ccccc1
    -3 | i
CC(Sc1nc(N)cc(=O)[nH]1)C(=O)N1CCOCC1 (configuration not stated)
    -2 | i
CN(C)C(=O)c1ccc(NC(=O)COC(=O)CCN=C2NS(=O)(=O)c3ccccc32)cc1
    2 | i

# Single records, as listed above. Values in the order: Dyrk1A ADPGlo	KCNK3 block
# Record of COc1ccccc1NC(=O)CSc1n[nH]c(-c2ccco2)n1 = 4	i
# Record of CN(C)C(CNC(=O)c1cccc(S(=O)(=O)Nc2ccccc2Cl)c1)c1ccccc1 (configuration not stated) = 3	i

# (list continues)
# The line under a structure holds: Dyrk1A ADPGlo | KCNK3 block
COc1ccc2c(c1)CCc1cnoc1-2
    -3 | i
Cc1noc(C)c1NC(=O)Nc1ccc2c(c1)C(=O)N([C@H](C)CO)C[C@H](C)[C@@H](CN(C)C(=O)Nc1ccc(C(F)(F)F)cc1)O2
    2 | i
CCOC(=O)c1ccc(N(CC2CO2)S(=O)(=O)c2ccc(C)cc2)cc1 (configuration not stated)
    -2 | i
Cc1cc(C)c(S(=O)(=O)N2CCN(C(=O)c3cc4ccccc4o3)CC2)c(C)c1
    5 | i
O=[N+]([O-])c1cccc(COc2cccc(CN3CCOCC3)c2)c1
    5 | i
Cc1cc(C)cc(-c2nnc(SCC(=O)Nc3cc(C)on3)o2)c1
    17 | i
O=C(COC(=O)c1cccnc1Cl)Nc1cc(S(=O)(=O)N2CCCCCC2)ccc1Cl
    4 | i
C=C1C(=O)OC2CC1C(O)CC(C)=CCCC(C)=CC(O)CC2C (configuration not stated)
    0 | i
NC(=O)c1ncn([C@@H]2O[C@H](CNCc3cnc(N4CCOCC4)nc3)[C@@H](O)[C@H]2O)n1
    8 | i

# Some of these compounds in order of heavy-atom count, ascending:
# The line under a structure holds: Dyrk1A ADPGlo | KCNK3 block
C=C1C(=O)OC2CC1C(O)CC(C)=CCCC(C)=CC(O)CC2C (configuration not stated)
    0 | i
NC(=O)c1ncn([C@@H]2O[C@H](CNCc3cnc(N4CCOCC4)nc3)[C@@H](O)[C@H]2O)n1
    8 | i
O=C(COC(=O)c1cccnc1Cl)Nc1cc(S(=O)(=O)N2CCCCCC2)ccc1Cl
    4 | i

# From PubChem

# These rows are one share of the data; rates above refer to the full screens.
